# hcDAF12 agonist – activates DAF-12 receptor from parasite H. contortus | HEK293 hcDAF-12 lit1-tk-luc reporter, luminescence; 0% DMSO, 100% Δ7-dafachronic acid | activation, % at 6.8 µM | hit rate 1.4% among 370,000;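 active = activation above the mean of all tested compounds plus 3 SD, cut at about 5.5% in these data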;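 note: 100% = response to 3 µM Δ7-dafachronic acid high control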
# ssDAF12 agonist – activators of S. stercoralis DAF-12 nuclear receptor. HEK293 ssDAF-12/GRIP1 lit1-tk-luc reporter, luminescence; % of 3 µM dafachronic acid response. activation, % at 6.8 µM. hit rate 1% among 370,000;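 active = activation above the mean over all tested compounds plus 3 SD, cut at about 0.9% in these data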;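 note: 0% = DMSO-only wells and 100% = 3 µM delta7-dafachronic acid wells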
# hgDAF12 agonist – hgDAF-12 agonism, primary luciferase screen | HEK293 GAL4-hgDAF12 UAS-luciferase reporter, agonist luminescence; normalized to butyrate control | activation, % at 6.8 µM | hit rate 1.8% among 370,000 | AID 687014;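 active = activation above a cutoff set at the mean of all screened compounds plus 3 SD, cut at about 10% in these data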;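 note: 0% = DMSO wells and 100% = sodium butyrate wells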
# DAX1 inh-1 – DAX1 (NR0B1) inhibition, primary screen; HEK293T StAR-luciferase reporter, SF-1/DAX-1 repression relief; inhibition, % at 6.8 µM; hit rate 1.1% among 370,000; AID 652010;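 active = inhibition above the mean over all tested compounds plus 3 SD, cut at about 3.6% in these data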;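 note: 0% = DAX-1 cells with DMSO and 100% = cells lacking DAX-1 with DMSO; higher inhibition means more luminescence from relief of DAX-1 repression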
# ADAM10 inh – inhibits human ADAM10. recombinant ADAM10, EDANS/DABCYL FRET peptide cleavage, 3 h. inhibition, % at 7 µM. hit rate 0.62% among 370,000;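 active = inhibition above a per-campaign cutoff equal to the mean of compounds falling between control-based bounds plus 3 SD, cut at about 20% in these data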;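 note: 0% = DMSO wells while the 100% control is not disclosed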
# Target sequence (O14672 214-748 limits assumed): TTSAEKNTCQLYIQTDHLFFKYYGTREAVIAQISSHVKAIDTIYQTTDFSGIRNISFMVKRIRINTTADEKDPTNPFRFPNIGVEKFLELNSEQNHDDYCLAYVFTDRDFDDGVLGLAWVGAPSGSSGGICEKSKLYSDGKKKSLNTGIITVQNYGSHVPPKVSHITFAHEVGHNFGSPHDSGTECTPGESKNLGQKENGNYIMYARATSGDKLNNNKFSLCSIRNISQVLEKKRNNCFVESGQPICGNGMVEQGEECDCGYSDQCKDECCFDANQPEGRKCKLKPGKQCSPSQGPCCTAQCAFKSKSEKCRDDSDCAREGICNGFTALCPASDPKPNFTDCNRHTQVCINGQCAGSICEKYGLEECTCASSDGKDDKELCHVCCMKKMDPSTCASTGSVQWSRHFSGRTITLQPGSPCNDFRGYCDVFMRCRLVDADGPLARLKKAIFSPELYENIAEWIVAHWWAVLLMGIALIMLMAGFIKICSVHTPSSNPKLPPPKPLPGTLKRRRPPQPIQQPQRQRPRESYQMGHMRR
# GC-B act – GC-B (human) receptor activation. P20594. HEK293-GC-B cells, CNP EC30, cGMP TR-FRET; 0% at EC30 CNP, 100% saturating CNP. activation, % at 10 µM. hit rate 0.11% among 370,000. AID 1920062;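 active = activation at 10 µM reaching about 35% in either raw or pattern-adjusted values, limit read from the data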
# FXN GAA850 act – frataxin GAA850 promoter activation. HEK293 lucGAA850 FXN promoter luciferase reporter, 24 h; percent of 10 µM SAHA response. hit rate 0.56% among 360,000. activation, % at 6 µM;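 active = activation above the average of all compounds screened plus 3 SD, cutoff fixed separately per campaign, cut at about 7.5% in these data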;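 note: 0% = DMSO wells and 100% = 10 µM SAHA wells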
# sPLA2-III inh – Blocks human group III sPLA2 activity; Q9NZ20; QFRET BODIPY PC-A2 liposome hydrolysis, fluorescence; inhibition, % at 12.2 µM; hit rate 0.56% among 370,000;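 active = inhibition above mean plus 3 SD of compounds lying within the high and low control bounds, cut at about 19% in these data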;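 note: 0% = median of test compound wells and 100% = no enzyme DMSO wells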
# Target sequence (Q9NZ20 whole entry, looked up): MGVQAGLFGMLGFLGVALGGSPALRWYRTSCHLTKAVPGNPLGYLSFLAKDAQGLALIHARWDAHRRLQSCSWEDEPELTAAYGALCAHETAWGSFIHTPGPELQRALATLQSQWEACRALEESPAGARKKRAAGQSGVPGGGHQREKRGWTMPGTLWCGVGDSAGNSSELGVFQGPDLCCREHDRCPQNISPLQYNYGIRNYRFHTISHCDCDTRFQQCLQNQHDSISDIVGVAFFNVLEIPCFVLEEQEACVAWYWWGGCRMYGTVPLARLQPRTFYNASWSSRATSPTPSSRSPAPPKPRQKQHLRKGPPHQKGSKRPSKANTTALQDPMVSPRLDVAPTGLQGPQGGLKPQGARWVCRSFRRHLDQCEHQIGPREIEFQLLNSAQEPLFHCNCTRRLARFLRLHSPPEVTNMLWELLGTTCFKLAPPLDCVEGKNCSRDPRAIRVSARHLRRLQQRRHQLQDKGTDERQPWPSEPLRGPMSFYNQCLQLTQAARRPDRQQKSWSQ
# SMARCA2 act – SMARCA2 function activation, primary screen | MG213 cells, MMTV-luciferase reporter, dexamethasone, overnight | activation, % at 9.1 µM | hit rate 1% among 370,000; in the data active = activation above about 7.8%;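 note: 0% = vehicle wells and 100% = reference activator wells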
# NPR1 activator – GC-A (human) enzyme activation | activation, % at 10 µM | hit rate 0.14% among 370,000 | AID 1671463 | HEK293 GC-A cells, cGMP TR-FRET, EC30 ANP; 0% at EC30 ANP, 100% saturating ANP; in the data active = activation above about 40%
# DAX1 inh-2 – NR0B1 (DAX1) inhibition; HEK293 Gal4-DAX1 luciferase reporter, luminescence; inhibition, % at 6.75 µM; hit rate 0.99% among 340,000; AID 504766;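 active = inhibition above the mean over all tested compounds plus 3 SD, cut at about 4.2% in these data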;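 note: 0% = DAX1-transfected cells with DMSO and 100% = empty-vector control cells with DMSO; inhibition shows as a rise in luminescence from relieved DAX1 repression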
# Active calls of the source: *; i = inactive; . = no result given.
(1) C#CCNC(=O)C[C@@H]1C(=O)N(CC=C)/C2=C/CCCCC[C@]21C(=O)OCC
(2) Cc1cc(NC(=O)c2cc(-c3cccnc3)nc3c(C)c(C)ccc23)no1
(3) CCCCc1ccc(NC(=O)CC(C)(C)C)cc1
(4) CN[C@H]1C[C@H]2c3cc(-c4ccccc4C)ccc3CCN2C[C@H]1[C@H](C)O
(5) CC(C)(C)n1ncc2c(=O)n(Cc3ccc(Cl)c(Cl)c3)cnc21
(6) COc1cc(/C=C2\SC(=O)N(c3ccc(Cl)cc3)C2=O)cc([N+](=O)[O-])c1O
(7) CCOC(=O)/C(=N/Nc1ccccc1)N1CCCc2ccccc21
(8) NC(=O)NC(=O)CSc1nc(C2CCCCC2)n(-c2ccccc2)n1

Screen / compound no.	1	2	3	4	5	6	7	8
hcDAF12 agonist	0.9	-0.3	7.0*	1.3	-2.0	-0.9	-1.1	-3.1
ssDAF12 agonist	-1.5	-1.1	-0.4	-2.0	-1.3	-1.1	-1.6	-0.9
hgDAF12 agonist	-0.7	1.2	13*	3.0	-1.4	0.0	0.6	2.0
DAX1 inh-1	0.9	-0.1	1.6	-0.7	-0.7	-0.3	0.1	0.0
ADAM10 inh	3	-64	8	-9	2	-2	-1	3
GC-B act	-2	-5	4	-1	2	-3	0	-9
FXN GAA850 act	.	0.0	7.8*	.	0.7	-1.3	1.6	2.5
sPLA2-III inh	-2	2	-2	3	-2	-8	0	10
SMARCA2 act	-3	0	3	9.6*	1	1	2	-3
NPR1 activator	2	1	4	-6	1	14	-2	-2
DAX1 inh-2	.	-1.3	-1.3	.	1.3	-0.6	0.6	2.2

(9) Cc1cccc(N2CCN(C(=O)Cn3ccc4ccccc4c3=O)CC2)c1C
(10) Nc1c([N+](=O)[O-])c(=O)oc2ccccc12
(11) COc1cccc(NC(=O)N2CCCC2C(=O)Nc2ccc3c(c2)OCO3)c1 (centres undefined)
(12) Cc1cccc(NC(=S)NC(C)(C)CC(C)(C)C)c1
(13) CCCCC(CCC(=O)O)(C(=O)OCC)c1csc(Nc2ccc(OCC)cc2)n1 (centres undefined)
(14) CC1(C)C(C=C(Cl)Cl)C1C(=O)N(Cc1cccc(Cl)c1)C1CCS(=O)(=O)C1 (centres undefined)
(15) C/C(=C\C(=O)c1ccc(Br)cc1)NNC(=O)c1ccccc1
(16) Cc1ccccc1N(C(=O)CNC(=O)c1ccco1)C(C(=O)NC1CCCCC1)c1cccnc1 (centres undefined)

Screen / compound no.	9	10	11	12	13	14	15	16
hcDAF12 agonist	-3.1	-0.2	-1.1	-1.2	-0.6	4.0	2.0	-0.7
ssDAF12 agonist	-1.2	-1.2	-0.8	-1.0	-1.6	-0.7	-0.8	-0.6
hgDAF12 agonist	-4.8	0.5	-0.9	-0.1	-0.5	-2.5	3.7	-1.4
DAX1 inh-1	-1.6	-0.2	-0.7	-0.2	0.6	-0.2	0.8	0.0
ADAM10 inh	-5	-8	3	-7	-4	0	2	-6
GC-B act	1	1	-7	1	-6	-11	-1	3
FXN GAA850 act	-0.1	1.5	-0.7	4.3	0.7	0.9	1.6	-1.8
sPLA2-III inh	-5	4	3	11	-21	9	-15	-1
SMARCA2 act	-4	-3	0	-3	-4	-2	3	-2
NPR1 activator	1	6	3	0	-2	-16	5	1
DAX1 inh-2	-1.6	0.4	-1.2	-0.8	-1.9	0.1	0.9	1.4

# Part of the list above in order of length of the SMILES, ascending:
(10) Nc1c([N+](=O)[O-])c(=O)oc2ccccc12
(11) COc1cccc(NC(=O)N2CCCC2C(=O)Nc2ccc3c(c2)OCO3)c1 (centres undefined)
(13) CCCCC(CCC(=O)O)(C(=O)OCC)c1csc(Nc2ccc(OCC)cc2)n1 (centres undefined)
(16) Cc1ccccc1N(C(=O)CNC(=O)c1ccco1)C(C(=O)NC1CCCCC1)c1cccnc1 (centres undefined)

Screen / compound no.	10	11	13	16
hcDAF12 agonist	-0.2	-1.1	-0.6	-0.7
ssDAF12 agonist	-1.2	-0.8	-1.6	-0.6
hgDAF12 agonist	0.5	-0.9	-0.5	-1.4
DAX1 inh-1	-0.2	-0.7	0.6	0.0
ADAM10 inh	-8	3	-4	-6
GC-B act	1	-7	-6	3
FXN GAA850 act	1.5	-0.7	0.7	-1.8
sPLA2-III inh	4	3	-21	-1
SMARCA2 act	-3	0	-4	-2
NPR1 activator	6	3	-2	1
DAX1 inh-2	0.4	-1.2	-1.9	1.4

# Remaining list, next part.
(17) CCc1nnc(NC(=O)CSc2nc(-c3ccccc3)nc3ccccc23)s1
(18) Cc1cc(Br)ccc1NC(=O)CSc1nnc(CN2CCOCC2)n1C
(19) Cc1cc(C)n(-c2ccc(C(=O)Nc3cccnc3Cl)cc2)n1
(20) Nc1nc(Cl)cc(-c2ccccc2)n1
(21) O=C1N/C(=N\N=C\c2cccs2)SC1Cc1ccc(Cl)c(Cl)c1 (centres undefined)
(22) CCC1CCCCN1C(=O)CCNS(=O)(=O)c1ccc2c(c1)oc(=O)n2C (centres undefined)
(23) CCCc1cc(=O)[nH]c(SCC(=O)NC(=O)OCC)n1
(24) O=C(O)c1ccccc1/C=N/n1c(C2CCCCC2)n[nH]c1=S

Screen / compound no.	17	18	19	20	21	22	23	24
hcDAF12 agonist	-0.8	1.6	-1.2	-2.0	-0.4	-1.3	-1.7	-2.3
ssDAF12 agonist	-1.2	-0.7	-1.8	-1.4	-1.7	-1.1	-1.4	-1.0
hgDAF12 agonist	-0.6	3.9	1.2	1.5	-1.8	1.1	-1.9	-2.2
DAX1 inh-1	-0.2	-0.8	-0.1	1.8	-0.5	-0.3	-0.6	-0.5
ADAM10 inh	1	-1	0	-20	-7	2	1	-4
GC-B act	4	-4	6	-1	0	3	0	-2
FXN GAA850 act	2.3	-0.8	5.3	3.9	0.5	4.2	0.2	-0.3
sPLA2-III inh	14	-2	-1	8	4	1	9	9
SMARCA2 act	-1	2	-3	-3	-2	0	-1	1
NPR1 activator	16	3	1	14	5	1	-1	3
DAX1 inh-2	-0.7	-0.6	-0.4	.	0.0	0.2	-0.7	1.4

(25) S=C(NCc1ccco1)Nc1ccc(Oc2ccccc2)cc1
(26) CC1(c2ccccc2)NC(=O)N(CC(=O)N2CCN(S(=O)(=O)c3cccs3)CC2)C1=O (centres undefined)
(27) COc1cc2c(C(=O)NCc3ccc(C)o3)cn(CC(C)C)c(=O)c2cc1OC
(28) Cc1cc2c(Nc3ccc(C(=O)O)cc3)ncnc2s1
(29) CCCCC(Sc1nc(C)c(Cc2ccccc2)c(=O)[nH]1)C(=O)O (centres undefined)
(30) N#Cc1ccc(-c2ccc(OCC(=O)NCCCN3CCCC3=O)cc2)cc1
(31) CSc1nc2c(C)c(C)c(C)c(C)c2[nH]1
(32) COc1ccc(C(=O)N2CCCCCC2)cc1OC1CCN(C(C)=O)CC1

Screen / compound no.	25	26	27	28	29	30	31	32
hcDAF12 agonist	-1.1	-1.3	-0.6	0.6	-1.3	-1.1	-2.1	-1.5
ssDAF12 agonist	-0.7	-0.7	-1.8	-0.9	-1.0	-1.9	-0.9	-0.6
hgDAF12 agonist	2.4	-0.9	-2.2	0.9	2.6	2.4	4.1	0.6
DAX1 inh-1	-0.2	-0.9	-1.3	-0.3	-0.4	0.2	-0.4	0.4
ADAM10 inh	7	-7	-17	7	0	-20	11	7
GC-B act	-2	5	4	-3	7	-1	-1	1
FXN GAA850 act	1.7	1.9	-0.9	2.6	1.2	1.2	-0.8	-0.8
sPLA2-III inh	9	9	-3	11	4	-8	1	-2
SMARCA2 act	-3	-3	-3	-3	0	-1	0	-2
NPR1 activator	1	-2	3	2	1	7	4	2
DAX1 inh-2	-1.1	-0.1	1.1	0.2	-0.2	0.0	5.1*	0.7

(33) C[C@@H]1CN([C@H](C)CO)S(=O)(=O)c2ccc(Br)cc2O[C@H]1CN(C)C(=O)C1CC1
(34) O=C(Nc1ccc2nsnc2c1)N1CCCCCC1
(35) C/C(=N\NC(=O)c1c(C)nc2ccccn12)c1cccc([N+](=O)[O-])c1
(36) O=C(CSc1ccc2ccccc2n1)N1CCC(c2noc3ccc(F)cc23)CC1
(37) CCC(=O)NCc1cc(-c2nn(C)c(=O)c3ccccc23)ccc1OC
(38) CC[C@@]1(c2cccc(Cl)c2)C(=O)N(C(=O)OC(C)C)N1C(=O)OC(C)C
(39) COc1ccc(/C=N/OC/C(O)=C(\C#N)c2nc3ccccc3[nH]2)cc1
(40) Cn1c(=O)c2c(nc(Br)n2Cc2nnc(N)s2)n(C)c1=O

Screen / compound no.	33	34	35	36	37	38	39	40
hcDAF12 agonist	1.5	0.2	-0.6	1.8	0.7	-0.2	1.7	-1.1
ssDAF12 agonist	-1.0	-1.1	-1.8	-1.2	-0.8	-0.8	-1.2	-1.2
hgDAF12 agonist	0.0	5.2	-0.9	1.0	-2.8	-0.7	0.3	-1.6
DAX1 inh-1	-0.6	0.4	0.0	-0.5	-0.7	-0.9	0.3	-0.1
ADAM10 inh	-7	-161	-1	2	-30	-7	3	-5
GC-B act	-12	-3	-2	5	3	-15	4	1
FXN GAA850 act	-1.8	1.1	-1.8	-1.3	0.5	.	-1.3	2.4
sPLA2-III inh	-1	5	2	-4	1	3	2	9
SMARCA2 act	-3	7	-3	-2	-4	-2	2	-3
NPR1 activator	-12	0	-1	4	2	-33	-5	-3
DAX1 inh-2	1.3	1.2	0.2	0.4	1.4	.	2.0	-0.5

(41) COc1ccccc1/C=C/C(=O)OCC(=O)NC1CCCCCC1
(42) COc1ccc(N2CCN(C(=O)CN(Cc3ccc(Cl)cc3)S(C)(=O)=O)CC2)cc1
(43) CC(=O)Nc1cccc(-c2nc3ccccc3n2C(C)C(=O)NC(C)(C)C)c1 (centres undefined)
(44) CC1=C(C(=O)N(C)C)CC(CC(=O)NCc2cccs2)C(=O)N1CCCN1CCCC1=O (centres undefined)
(45) CC1=CC(c2ccccc2)n2nc(N3C(=O)c4ccccc4C3=O)nc2N1 (centres undefined)
(46) CCn1c2ccccc2c2cc(NC(=O)c3cc(OC)cc(OC)c3)ccc21
(47) Cc1ccc2nc(SCC(=O)Nc3ccc4sc(C)nc4c3)c(C#N)cc2c1
(48) COc1ccc(C2SCC(=O)N2CCc2ccc(OC)c(OC)c2)cc1 (centres undefined)

Screen / compound no.	41	42	43	44	45	46	47	48
hcDAF12 agonist	-1.2	-1.1	-1.0	-1.1	0.3	2.7	0.1	-3.0
ssDAF12 agonist	-1.5	-1.6	-0.8	-1.1	-1.1	-1.2	-1.4	-2.5
hgDAF12 agonist	1.6	-3.1	-0.4	0.8	2.5	4.5	3.0	-3.5
DAX1 inh-1	-1.5	-0.5	0.8	-1.4	0.5	-1.4	-0.2	-3.4
ADAM10 inh	-97	8	-17	-18	i	-2	-4	5
GC-B act	7	2	-5	-2	3	-11	4	-10
FXN GAA850 act	1.0	-2.8	.	1.2	-0.4	-1.0	3.8	-5.9
sPLA2-III inh	-5	-1	10	10	-3	1	6	-1
SMARCA2 act	-1	-1	-2	-3	-1	-1	1	-6
NPR1 activator	3	0	2	4	-4	-15	8	-8
DAX1 inh-2	-1.0	-1.9	.	-0.5	4.1	-3.1	-0.5	-1.9

# Compound activity from PubChem BioAssay.
